# STAT1 act = activators of IFN-gamma induced STAT1 signaling; NIH 3T3 STAT1-luciferase reporter, luminescence; 100% = IFN-gamma alone, no compound; activation (% of control), % at 5.5 µM; 2.6% of 200,000 active; AID 932;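 active means activation above the screen-wide mean activation plus 3 SD, cut at about 130% in these data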;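 further: raw ratio to IFN-gamma control signal so 100% means no change and 0% no light; values of inactives mirror those of a sister screen read the other way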
# STAT1 inh = reduces IFN-gamma driven STAT1 reporter signal. NIH 3T3 STAT1-luciferase reporter, luminescence. inhibition, % at 5.5 µM. 0.35% of 200,000 active;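 active means inhibition above a set limit, the mean inhibition across all tested compounds plus 3 SD, cut at about 34% in these data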;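 further: 0% = IFN-gamma with DMSO and 100% = IFN-gamma with 300 µM nifuroxazide; values of inactives mirror those of a sister screen read the other way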
# FLuc stim CS = affects firefly luciferase, flagging false hits in luciferase stimulation screens; P08659; ATPlite luciferase biochemical, luminescence, 10 min; 0 = ATP-free wells, 1 = DMSO control; 200,000 tested, under 10 active; AID 1027; activation factor at 10 µM;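 active means luciferase activation factor, scaled between plate controls, of at least 2 with compound at 10 µM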
# Target sequence (P08659 whole entry, looked up): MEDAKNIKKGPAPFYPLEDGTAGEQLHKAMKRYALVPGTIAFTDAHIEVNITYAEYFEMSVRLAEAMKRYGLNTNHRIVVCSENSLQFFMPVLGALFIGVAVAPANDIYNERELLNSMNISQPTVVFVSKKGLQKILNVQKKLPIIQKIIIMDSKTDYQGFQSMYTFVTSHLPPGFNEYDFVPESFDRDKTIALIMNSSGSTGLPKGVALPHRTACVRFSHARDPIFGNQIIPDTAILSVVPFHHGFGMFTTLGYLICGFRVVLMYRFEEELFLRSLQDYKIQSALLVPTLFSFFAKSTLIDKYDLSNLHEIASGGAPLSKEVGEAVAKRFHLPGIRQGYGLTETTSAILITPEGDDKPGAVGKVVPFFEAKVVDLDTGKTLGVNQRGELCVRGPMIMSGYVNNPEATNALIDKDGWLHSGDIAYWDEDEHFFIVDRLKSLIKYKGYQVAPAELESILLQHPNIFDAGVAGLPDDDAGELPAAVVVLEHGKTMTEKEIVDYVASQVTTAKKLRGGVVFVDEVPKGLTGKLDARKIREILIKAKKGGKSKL
#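 assay system = Luciferase/luciferin detection reagent, cell-free biochemical luciferase assay | also added = ATP substrate | times = 10 min post-reagent at room temperature | measured by = luminescence from luciferase reaction | measure = luciferase activation, seen as luminescence increase over controls | benchmarks = low control with PBS replacing ATP, high control enzyme plus ATP without compound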
# ROMK primary = human ROMK K+ channel modulation, primary screen; AID 1918; 2% of 130,000 active; Tet-inducible ROMK, thallium flux fluorescence; actives lie on both sides; B-score at 10 µM; P48048;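 active means signal ratio slope over the read window, or its plate-corrected B-score, at least 3 SD from the plate mean, either direction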;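 further: B-score of the F/F0 ratio slope over 7 to 12 s after thallium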
# Target sequence (P48048 whole entry, looked up): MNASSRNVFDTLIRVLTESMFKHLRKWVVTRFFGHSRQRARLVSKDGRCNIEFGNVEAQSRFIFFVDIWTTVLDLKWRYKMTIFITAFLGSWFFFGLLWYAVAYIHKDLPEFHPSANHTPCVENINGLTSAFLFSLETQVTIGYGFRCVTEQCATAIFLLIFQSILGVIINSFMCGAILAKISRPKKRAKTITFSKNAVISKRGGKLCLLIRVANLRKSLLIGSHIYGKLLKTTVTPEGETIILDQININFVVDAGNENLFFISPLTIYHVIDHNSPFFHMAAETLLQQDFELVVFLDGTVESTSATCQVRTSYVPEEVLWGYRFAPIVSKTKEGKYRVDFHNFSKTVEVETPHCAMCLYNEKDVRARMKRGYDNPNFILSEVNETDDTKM
# APP 5'UTR act = APP 5'UTR luciferase reporter activation. SH-SY5Y APP 5'UTR luciferase reporter, luminescence; zero percent = DMSO vehicle wells. 1% of 190,000 active. activation, % at 2 µM;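 active means activation above a set limit, based on mean plus 3 SD of controls, cut at about 140% in these data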; further: values of inactives mirror those of a sister screen read the other way
# APP 5UTR inh = APP translation inhibition; SH-SY5Y APP 5'UTR-luciferase reporter, luminescence; inhibition, % at 2 µM; 0.82% of 190,000 active;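 active means inhibition above a set limit, derived from the sample mean plus 3 SD, cut at about 45% in these data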; further: values of inactives mirror those of a sister screen read the other way
# NF-kB expr up = NF-kB expression increase, human neuronal cells. NF-kB reporter expression; hits give high values. fold change at 12.5 µM. 1.6% of 190,000 active; in the data active means fold change above about 3.3
# STAT3 activator = increases IL-6 driven STAT3 reporter signal | U3A cells, IL-6 STAT3-luciferase reporter, luminescence; 100% = signal with IL-6 EC80 alone | 0.91% of 190,000 active | AID 871 | activation (% of control), % at 5.6 µM;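 active means activation above the screen-wide mean of compound activation plus 3 SD, cut at about 130% in these data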;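 further: 0% = background luminescence of wells with medium and substrate only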
#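 Material: STAT3-luciferase reporter U3A cells; Probe or stimulus: IL-6 (33 ng/mL); Incubation: compound pre-incubation 1 h before IL-6, then 6 h stimulation at 37 °C; Technique: luminescence from STAT3-driven luciferase reporter; Evaluation: % activation versus median of IL-6-stimulated wells; Controls: IL-6-only high control.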
# FLuc inh counter = inhibits firefly luciferase, flagging false hits in luciferase inhibition screens | ATPLite firefly luciferase biochemical luminescence, 10 min | inhibition, % at 10 µM | 1.5% of 200,000 active | AID 1006;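 active means inhibition above about 50% when tested at 10 µM, limit read from the data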
# STAT3 blocker = inhibitors of IL-6 induced STAT3 signaling | inhibition, % at 5.5 µM | 0.89% of 190,000 active | AID 862 | U3A cells, IL-6 STAT3-luciferase reporter, luminescence; host cell line lacks STAT1;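 active means inhibition above the mean inhibition across all screened compounds plus 3 SD, cut at about 44% in these data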;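 further: 0% = DMSO only wells and 100% = 100 µM nifuroxazide control wells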
# The depositor's hits bear a star; · = no result given; & = joins results of further samples.
SMILES,STAT1 act,STAT1 inh,FLuc stim CS,ROMK primary,APP 5'UTR act,APP 5UTR inh,NF-kB expr up,STAT3 activator,FLuc inh counter,STAT3 blocker
CCN(CC)CCCNC(=O)c1ccc(Cl)c(S(=O)(=O)Nc2ccccc2OC)c1,96,4,1.1,-0.095,·,·,1.1,97,-7,2
C=CCN1C(=NC(=O)CCCC(=O)O)SC2CS(=O)(=O)CC21 (configuration not stated),101,-1,1.1,0.79,7,-7,1.2,99,-11,3
O=C(Cn1cc(C(=O)c2ccco2)c2ccccc21)NC1CCCC1,100,0,1,-1,-5,5,0.89,106,-2,-2
Cc1cc(C)cc(Oc2ccccc2/C=N\O)c1,98,2,1,·,5,-5,1.1,106,-2,-2
O=C(CSc1nnc(-c2ccco2)o1)NC1CCCCC1,104,-5,1,-0.26,7,-7,1.2,97,5,2
COC(=O)c1nc(NC2=NCCCCC2)n[nH]1,98,2,1.1,-0.24,18,-18,1.8,102,-6,6
CC12CC(NC(=O)N1CCc1ccccc1)c1cc(Cl)ccc1O2 (configuration not stated),100,0,1.1,·,1,-1,1,90,-7,17
CCNc1nc(-c2cc(C)n(Cc3ccco3)c2C)cs1,104,-5,1,0.097,16,-16,1.2,107,-4,-7
O=C(c1ccccc1)N(Cc1ccccc1)c1ccccn1,104,-4,1,0.0097,12,-12,1,104,-5,3
COc1ccc(NC(=O)[C@@H](NC(N)=O)C(C)C)cc1Cl,97,4,1.1,-1.8,-11,11,1.2,95,-5,7
CC1=C(Sc2ccccn2)C(=O)NC(C)(C)C1,106,-7,1,·,-2,2,0.83,106,-2,4
O=C(Nc1ccccc1F)c1ccc(-n2cncn2)nc1,97,3,1.1,·,2,-2,1.5,81,-7,33
O=C(Nc1ccc(Oc2ccccc2)cc1)C1CCN(c2ncccn2)CC1,98,2,1.1,·,-4,4,1.3,98,-6,10
CSc1ccc(/C=C/C(=O)N2CCCN(C)CC2)cc1,108,-8,1.1,-0.16,48,-48,1.3,93,-5,9
CCC(CC)C(=O)N=C1SC2CS(=O)(=O)CC2N1CCc1ccc(OC)cc1 (configuration not stated),106,-7,1.1,·,12,-12,1,102,-6,1
COc1ccc(C2C(C#N)=C(N)Oc3cc(C)n(Cc4ccncc4)c(=O)c32)cc1 (configuration not stated),96,4,1.1,-1.7,-2,2,1.1,93,-8,10
Cc1nn(C(C)C(=O)NCc2ccco2)c(C)c1[N+](=O)[O-] (configuration not stated),110,-13,1,·,-3,3,0.96,97,-3,10
Nc1nc(SCC(=O)N2CCCc3ccccc32)n(-c2ccccc2)n1,100,0,1.1,·,13,-13,0.94,99,-7,7
c1ccc(CCc2nn3c(-c4ccncc4)nnc3s2)cc1,94,7,1,-0.37,42,-42,1,102,-1,1
Brc1ccccc1-c1cnco1,94,6,1,0.2,8,-8,1.1,96,-2,15

# Three structures out of the list, sorted by heavy-atom count, highest first.
SMILES,STAT1 act,STAT1 inh,FLuc stim CS,ROMK primary,APP 5'UTR act,APP 5UTR inh,NF-kB expr up,STAT3 activator,FLuc inh counter,STAT3 blocker
O=C(c1ccccc1)N(Cc1ccccc1)c1ccccn1,104,-4,1,0.0097,12,-12,1,104,-5,3
O=C(CSc1nnc(-c2ccco2)o1)NC1CCCCC1,104,-5,1,-0.26,7,-7,1.2,97,5,2
Brc1ccccc1-c1cnco1,94,6,1,0.2,8,-8,1.1,96,-2,15

# Following part
SMILES,STAT1 act,STAT1 inh,FLuc stim CS,ROMK primary,APP 5'UTR act,APP 5UTR inh,NF-kB expr up,STAT3 activator,FLuc inh counter,STAT3 blocker
CC(C)Nc1cc(C(F)(F)F)nc(-c2ccccn2)n1,102,-2,1.1,·,11,-11,1,115,-11,-8
CCOc1ncccc1C(=O)OCC(=O)Nc1cc(S(=O)(=O)N2CCOCC2)ccc1C,97,3,1,0.068,3,-3,1.1,98,0,7
O=S(=O)(c1cnccc1N1CCN(/N=C/c2ccccc2)CC1)N1CCCCC1,105,-6,1,·,9,-8,0.9,99,-2,6
NS(=O)(=O)c1ccc(Nc2nc(-c3ccc4ccccc4c3)cs2)cc1,92,1,1.1,1.1,·,·,1.2,77,-12,27
Cc1ccc(Nc2nc(C(=O)N3CCC(C(=O)N4CCN(C)CC4)CC3)cs2)cc1,104,-4,1.1,·,-1,1,1,108,-9,-7
S=c1[nH]nc(C2COc3ccccc3O2)o1 (configuration not stated),102,-2,1,·,5,-5,1.2,100,-2,5
CCOC(=O)C(=O)N1CCN(CC)CC1,99,1,1.1,0.88,13,-13,1.2,105,-8,-2
CC1CC1c1ccc(/C=C(\C#N)C(=O)Nc2ccccc2Cl)o1 (configuration not stated),126,-28,1,·,26,-26,0.97,101,3,-3
CCCC1=C(C(=O)OCC)C(c2cc(Cl)cc(OC)c2OCC(=O)OCC)NC(=O)N1 (configuration not stated),94,6,1.1,·,0,0,0.84,92,-9,14
O=C(NC(Nc1nc2ccc([N+](=O)[O-])cc2s1)(C(F)(F)F)C(F)(F)F)c1ccccc1,44,61*,1.1,-4.5*,-39,39,0.7,24,-9,92*
Cc1ccc(N=C/C(C(=O)C(F)(F)F)=C(\O)c2ccco2)cc1Cl,183*,-92,0.6,0.25,136*,-136,6.1*,100,41,2
O=C(CNC(=O)c1ccc2c(c1)OCCO2)N/N=C/c1ccc(Cl)cc1,96,6,1,0.86,-2,2,1,99,-4,7
Nn1c(SCC(=O)Nc2ccc3c(c2)OCO3)nnc1C(F)(F)F,104,-6,1,0.44,11,-11,1.1,103,-2,2
Cc1nnc(SCC(=O)Nc2ccc3c(c2)OCO3)o1,92,9,1,-0.14,10,-10,0.86,99,-5,9
O=C(Nc1ccc(Oc2ccc(S(=O)(=O)N3CCOCC3)cn2)cc1)c1ccco1,98,2,·,-0.051&0.46,-9&-3,9&3,1.3,96,·,9
CN(c1ccccc1C(=O)Nc1ccc(S(=O)(=O)N2CCCC2)cc1)S(C)(=O)=O,107,-8,1,0.31,-5,5,0.85,106,-2,-7
Cn1c(=O)c(=O)n(C)c2cc(S(=O)(=O)NCCc3ccccc3)ccc21,97,3,1.1,0.46,-3,3,1,98,-6,7
COc1ccc(NC(=O)C2CCCN(S(=O)(=O)c3c(C)n[nH]c3C)C2)c(OC)c1 (configuration not stated),104,-4,1,·,-8,8,0.91,102,0,2
COC(=O)[C@H](Cc1ccccc1)NC(=O)NCCC1=CCCCC1,100,0,1,0.16,20,-20,1.1,105,-4,2
Cc1nc(NC(=S)NC(=O)c2cncc(Br)c2)ccc1Br,101,-4,0.6,·,33,-33,1.2,91,35,14
O=C(O)C1Sc2[nH]c(=O)sc2C2c3ccc(O)cc3OC(=O)C12 (configuration not stated),96,1,1,-1.2,23,-23,1.1,108,-3,-8
O=C(Nc1nc2ccccc2[nH]1)c1ccc(Cl)c([N+](=O)[O-])c1,109,-12,0.8,-0.056,63,-63,2,115,17,-14
Cn1nc(-c2ccccc2)c(-c2nc(-c3cccc(Cl)c3)no2)c1Cl,105,-6,1,·,5,-6,0.96,92,1,11
COc1cccc(C(=O)Nc2cc(S(=O)(=O)N3CCCCC3)ccc2OC)c1,105,-5,1,-0.42,15,-15,0.96,105,-4,3
CC(=O)c1sc(NC(=O)CCCOc2ccccc2C)nc1C,105,-7,1.1,-0.44,1,-1,0.96,98,-9,9
Cc1cccc(Nc2nc(N)nc(CN3CCC(C)CC3)n2)c1C,103,-3,1,·,-15,14,0.65,104,2,-2
CCn1ncc(CN2CCN(C(=O)Nc3ccccc3C(=O)OC)CC2)c1C,102,-3,1,·,3,-3,1.1,99,-3,0
COc1cc([N+](=O)[O-])ccc1N,98,3,1,·,-5,5,1.4,98,0,5
COc1cccc(-n2nnnc2SCC(=O)NCCc2ccc(OC)c(OC)c2)c1,91,10,1,1.5,-6,6,·,98,-2,9
O=[N+]([O-])c1cccc(/C=N/N2CCN(Cc3ccccc3)CC2)c1,124,-27,1,-0.69,41,-41,1.1,98,-1,4
CCn1c(SCc2ccc(C)cc2)nnc1-c1cnccn1,93,7,1,·,-5,5,1.6,89,-4,16
CCCCNC(=O)c1c(N)n(/N=C/c2ccccn2)c2nc3ccccc3nc12,98,2,1.1,-0.068,2,-2,0.79,86,-7,18
CCc1nnc(NC(=O)C(=O)NCCOC(=O)c2ccccc2Cl)s1,93,8,1,·,-16,16,1,104,0,2
O=C(CC1Sc2ccccc2NC1=O)NCc1ccc(Cl)cc1 (configuration not stated),86,14,1.1,-1,2,-2,0.96,82,-6,29
COc1ccc(N(CC(=O)N/N=C/c2cccs2)S(=O)(=O)c2ccccc2)cc1,103,-4,1.1,1.1,-9,9,1.3,94,-6,10
N#C/C(=C(/O)CCl)c1nc2ccccc2[nH]1,84,18,1,-0.59,8,-8,1.8,134*,-2,-41
CC(=O)N1c2ccc3ccccc3c2C2C=CCC2C1c1ccc(Br)cc1 (configuration not stated),98,3,1.1,-0.012,-14,14,0.52,116,-8,-19
NC(=O)C1CCN(C(=O)c2ccc3c(=O)n(Cc4ccco4)c(SCC(=O)c4ccc(F)cc4)nc3c2)CC1,96,5,1,2.8*,7,-6,1.2,94,3,9
O=C1Nc2ccccc2Oc2cc([N+](=O)[O-])cc(Oc3ccccc3)c21,104,-2,1,0.42,-18,18,1.1,116,0,-23
CC1CCCCN1C(=O)Nc1cccc(C(F)(F)F)c1 (configuration not stated),100,-1,1,0.63,1,-1,1.7,102,-4,0
CC(c1cccs1)N(Cc1ccco1)C(=O)Nc1ccc(Cl)c(Cl)c1 (configuration not stated),97,4,1.1,·,12,-12,1.2,97,-6,10
COc1cccc(Nc2nc(-c3ccc4c(c3)OCCO4)cs2)c1,148*,-53,0.9,·,162*,-162,2.9,110,14,-9
CCOc1ccc(N2CC(O)=C(c3nc4ccccc4c(=O)[nH]3)C2=N)cc1,108,-12,1.1,0.13,-3,3,0.96,93,-6,11
CCN(CC)C(=O)Cn1c(=O)n(-c2ccccc2)c(=O)n1CC(=O)N(CC)CC,98,2,1,-0.3,9,-9,1.1,105,0,-1
CC(=O)c1cccc(NC(=S)NC(=O)c2ccc(Br)cc2)c1,121,-24,1.1,0,7,-7,1.7,107,-8,-11
COc1cc(/C=C(\C#N)c2ccccn2)ccc1OCc1ccccc1,89,13,1,·,-7,6,1.4,93,2,12
O=C(CN1CCCC1)N1CCN(c2ccccc2)CC1,106,-7,1,0.047,-11,11,1,104,-4,8
CN(C)/C=C1\C(=O)NN=C1C(F)(F)F,97,2,1,-0.36,3,-3,1.2,105,-2,2
CN1CCN(C(=O)C2=C[C@@H](C3CCCCC3)C[C@@H](OCc3ccc(CO)cc3)O2)CC1,91,11,1,·,0,0,1,·,1,·
O=C(CCn1nnc(-c2cccs2)n1)NC1CCCCC1,98,2,1.1,·,9,-9,1.1,96,-5,6
COCCNC(=O)C(C#N)c1nc2ccccc2nc1N1CCCCCC1 (configuration not stated),99,1,1.1,·,-7,7,0.57,92,-6,14
